# HCMV antiviral: blocks human cytomegalovirus replication. actives 4.5% (n = 410,000). HFF cells, HCMV-luciferase reporter, 72 h; active compounds read low. activity change, negative = inhibition, % at 57.5 µM. AID 1259415; in the data active = activity change below about -60%; inconclusive = no clear call, values can overlap the other calls; inactive = above about -39%
#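 Compounds were evaluated in HFFs infected with an HCMV luciferase reporter virus (MOI 1 PFU/cell). Luciferase in lysates collected 72 h post infection served as the replication measure.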
# AMA1-RON2 inh: AMA1-RON2 (P. falciparum) interaction inhibition. AlphaScreen AMA1-biotinylated RON2 peptide binding. Potency, µM (series often up to 58.2 µM), for inactives: at the top dose activity change, negative = inhibition, hits mostly inhibitors. actives 0.2% (n = 360,000); active = well fitted inhibition curve with a large enough effect; inconclusive = small, poorly fitted or top-dose-only effect; inactive = no such curve, though single readings can be large or run the other way;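 also: potency is read from the fitted curve at half-maximal effect; 0% = vehicle wells and -100% = peptide control; nearly all actives have a fitted effect of over 45% in size; some results filed as inactive show a strong effect at the top dose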
#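 AMA1 (3D7) with his tag at 25 nM final met compounds first, then biotinylated RON2 peptide at 25 nM; detection used donor plus acceptor beads, 10 µg/mL apiece, read by AlphaScreen after 30 min at room temperature.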
# An asterisk follows results filed as active; u = inconclusive; [ ] = dose if it differs, or a comment. Unless noted, % is scaled to controls: 0 for no effect and ±100 for the full control effect. A portion of the library (hit frequency here may not be typical).
SMILES,HCMV antiviral,AMA1-RON2 inh
CCN1CCN(c2ccc(NC(=O)CC3OC(=O)c4ccccc43)cc2C)CC1 (centres undefined),46,16%
COC(=O)c1cccc(CN2C(=O)C(C)Oc3ccc(C)cc32)c1 (centres undefined),4,3%
COc1ccc(C(O)C(O)(C(=O)OC(C)C)c2ccc(C)cc2)cc1 (centres undefined),-11,-3%
C=C(C)Cn1c2ccc(NC(=S)NCc3ccccc3F)cc2c(=O)n1C,32,9%
C[C@@H]1CCCCO[C@H](CN(C)Cc2ccc(C(F)(F)F)cc2)[C@@H](C)CN([C@H](C)CO)C(=O)c2cc(NS(=O)(=O)c3cn(C)cn3)ccc2O1,-7,2%
C=CCN1c2ccccc2[C@]23C[C@@H](C(=O)OC)N(C(=O)NC4CCCC4)C2=NC(C(=O)OC)=C(C(=O)OC)[C@H]13,-31,-18%
CCOC(=O)c1ccc(-c2ccc(N3C(c4ccsc4)=Cc4ccc(F)cc4C3c3c[nH]c4ccc(C#N)cc34)cc2)cc1F (centres undefined),-17,-2%
CC(C)n1nnnc1C1c2ccccc2C(=O)N1Cc1ccc(F)cc1 (centres undefined),-25,4%
COc1ccc([N+](=O)[O-])cc1CN1CCN(c2ncc(Cc3ccccc3)cn2)CC1,-24,u
COC(=O)[C@]12CCCCC=C1N(Cc1ccc(Cl)cc1Cl)C(=O)[C@H](CC(=O)N1CCSCC1)C2,-9,-20%
CCOc1ccc(NS(=O)(=O)c2ccc(C(=O)NCC(c3ccco3)N3CCCCC3)cc2)cc1 (centres undefined),-22,-8%
COc1ccccc1CNc1nc(NCc2ccc3occc3c2)c2sccc2n1,u,u
Cc1cc(C)c2c3c(c(-c4ccccc4)n2n1)c(=O)n(C)c(=O)n3C,-4,2%
CCOC(=O)c1cc(-c2nnc(-c3cc(OC)c(OC)c(OC)c3)o2)c(C)nc1C,54,-5%
CN(c1cc(Cl)c2c(c1)OCO2)c1cc2c(c3c1ccn3C)C1CCC2C1 (centres undefined),-23,5%
O=C1Nc2ccccc2C(=O)N(C2CCCC2)C1C(=O)NC1CC1 (centres undefined),17,-3%
O=C(NN=Cc1ccccc1O)c1cccc([N+](=O)[O-])c1,-97*,68%[activator]
O=C(NC1CC1)c1cccc(NC(=O)C2CCN(S(=O)(=O)c3ccccc3C(F)(F)F)CC2)c1,8,1%
Cc1cccc(NC(=O)CNC(=O)[C@H]2O[C@@H](n3ccc(N)nc3=O)[C@H](O)[C@@H]2O)c1C,-2,6%
CN(C(=O)c1cccc(NC(=O)Cc2cccc(NC(=O)C3CCN(C(=O)CCc4ccccc4)CC3)c2)c1)C1CC1,15,-6%
CCN(CC)C(=O)C1=C(C)N(CCC2=CCCCC2)C(=O)C(CC(=O)NCc2cccc3ccccc23)C1 (centres undefined),5,0%
COc1ccc(S(=O)(=O)NC(=O)C2(C)CCN2C(=O)C(C)(C)c2ccccc2)cc1 (centres undefined),-7,0%
CC1CCCCC12NC(=O)N(CC(=O)Nc1cccnc1)C2=O (centres undefined),9,2%
CCCS(=O)(=O)NC(=O)C1(C)CCN(C(=O)c2cccc(C(F)(F)F)c2)C1 (centres undefined),16,1%
OCc1ccccc1-c1cnc2sc(NCc3ccc(F)cc3)nn12,-23,-3%
Cc1ccc(-c2nc3ccc(Cl)cn3c2CC2CCCCC2)cc1,51,-16%
COc1ccc(NC(=O)c2c[nH]c(=O)n(-c3ccc(C)c(C)c3)c2=O)c(OC)c1,8,-5%
COc1ccccc1NC(=O)Nc1nc(C(N)Cc2ccc(C(F)(F)F)cc2)cs1 (centres undefined),-31,76%[activator]
Cc1ccc(S(=O)(=O)NCC(=O)OCc2csc(CC(=O)Nc3ccccc3C)n2)cc1C,-23,21%
c1ccc(OCCNc2ccn3nc(-c4ccc(OCCN5CCOCC5)cc4)cc3n2)cc1,2,-26%
CC(C)C[C@H](NC(=O)OCC1c2ccccc2-c2ccccc21)C(=O)O,-21,15%
CC1(Oc2cnc(Cl)c3ccccc23)CCN(Cc2ccc(-c3ccccn3)cc2)C1 (centres undefined),-25,u
CCOc1cc2c(cc1OCC)C(c1ccc(F)cc1)NCC2 (centres undefined),-1,0%
COc1ccc(-c2cnc3c(NC=O)cc(-c4ccc(F)cc4)cn23)cc1OC,u,19%
CN(C(=O)c1cccc(NC(=O)Cc2ccc(NC(=O)C3CCN(C(=O)C4CCC4)CC3)cc2)c1)C1CCCC1,-24,2%
O=C(Nc1nnc([C@@H]2O[C@H](CO)[C@@H](O)[C@H]2O)s1)Nc1ccccc1C(F)(F)F,15,-5%
CC(=O)Nc1ccc(C(=O)N2CCCC(c3cc(C(=O)Nc4ccccc4Cl)no3)C2)cc1 (centres undefined),-18,-1%
c1ccc2oc(-c3ccc(Nc4nc(N5CCOCC5)nc(N5CCOCC5)n4)cc3)nc2c1,-23,-4%
O=C1CCC/C1=c1\s/c(=C/c2cccnc2)c(=O)n1-c1ccccc1,-25,5%
O=C(NCCN1CCC(n2c(=O)[nH]c3ccccc32)CC1)c1ccccc1,-10,1%
c1ccn(CCc2ccncc2)c1,u,-3%
Nc1nc2c(ncn2[C@@H]2O[C@H](CNCc3ccc(OCCCN4CCOCC4)cc3)[C@@H](O)[C@H]2O)c(=O)[nH]1,10,0%
O=C1CN(CCN2CC(=O)N(Cc3ccccc3)C(=O)C2)CC(=O)N1Cc1ccccc1,-26,57%[activator]
Cc1cccc(C(=O)NC(C)C2CC3CCC2C3)c1 (centres undefined),6,-8%
CN(C)c1ccc(-c2ccnc3c2CC(C)(C(=O)NCc2ccc(F)c(F)c2)O3)cc1 (centres undefined),12,u
CCOc1ccccc1C(=O)NCC(=O)N(C)CC(=O)Nc1ccc(N2CCOCC2)cc1,-38,-3%
O=C(NCc1ccncc1)c1ccc2nc([C@@H]3O[C@H](CO)[C@H](O)[C@H](O)[C@H]3O)[nH]c2c1,-9,1%
Cc1csc(=O)n1CCC(=O)OCC(=O)Nc1ccc(N2CCOCC2)cc1,-7,14%
N#C/C(=C\c1ccc(Cl)cc1)C(=O)NC1CC1,36,11%
COc1ccc(F)cc1-c1cc(C(=O)NCc2cccc(Cl)c2)[nH]n1,-28,-4%
Oc1ccc2ccccc2c1/C=C/c1ccc2c(Br)cc(Br)c(O)c2n1,-17,33%[activator]
CCCc1cc2c(cc1N(C)S(=O)(=O)c1ccccc1)OCO2,-18,8%
CC1(c2nnc(-c3ccccc3)o2)CC(c2c(Cl)cccc2Cl)=NO1 (centres undefined),-29,4%
O=C(Nc1ccc2c(c1)C(N1CCOCC1)c1ccccc1-2)C(F)(F)F (centres undefined),18,6%
CN1CCC(N(C)C(=O)c2ccc(Cl)c(S(=O)(=O)Nc3ccc(Cl)cc3)c2)CC1,-3,7%
C#Cc1ccc([C@H]2C=C(C(=O)OCC=C)O[C@@H](OCCCCO)C2)cc1,-67*,20%
c1ccc2c(c1)CC(N1CCCCC1)c1ccccc1S2 (centres undefined),0,8%
Cc1ccccc1-c1n[nH]nc1C1=CC(=O)C[C@H](c2ccc(F)cc2)C1,-19,29%
COc1ccc(-c2ccc3[nH]c4c(c3c2)CCN2C(=O)[C@@H]([C@H](C)O)[C@@H](N(C)C(=O)Nc3ccc(F)cc3)C[C@@H]42)cc1,-100*,u
CN(CC(=O)Nc1ccc(F)cc1)C(=O)c1ccc(-c2ccc(F)cc2)o1,-16,-3%

# The listing continues.
SMILES,HCMV antiviral,AMA1-RON2 inh
C=CC1=CCN(S(=O)(=O)C(C)(C)C)[C@H]1CCO,52,-4%
CC(C)(C)c1ccc(CC(=O)N2CCC2(C)C(=O)NS(=O)(=O)c2cccc(Cl)c2)cc1 (centres undefined),14,-6%
O=C(c1ccc(F)cc1)C1CCN(Cc2ccccc2)CC1,1,-3%
COc1ccccc1NC(=O)CN1CCN(c2ccc(F)cc2)CC1,2,-3%
O=c1nc2n(CCO)c3ccccc3cc-2c(=O)[nH]1,-24,18%
Cc1cccc(C)c1NC(=O)CN1CCN(C(=O)CCC(=O)N2CCC(c3ccccc3)=N2)CC1,16,-4%
O=C(/C=C/c1ccccc1)CCN1CCOCC1,-17,1%
CC1(C(=O)NS(=O)(=O)c2cccc(C#N)c2)CCN1C(=O)C1CCCCC1 (centres undefined),-9,-1%
O=C(NCc1ccccc1Cl)c1csc([C@@H]2C[C@H](O)[C@@H](CO)O2)n1,7,-4%
Cc1cc(C(C)(C)C)cc(CN2CCN(S(=O)(=O)c3cccs3)CC2)c1O,-77*,13%
OC[C@@H]1CN(Cc2cccc(C(F)(F)F)c2)C[C@H](n2cnc3c(NC4CC4)ncnc32)O1,-8,-4%
COc1ccc(CNC(=O)C2(CC3CC(c4ccccc4)=NO3)CCN(C(=O)c3cccc(O)c3)CC2)cc1 (centres undefined),-7,-3%
COc1cccc(C(=O)NCCCNc2nc3cc(C)cc(C)c3cc2C#N)c1,-4,11%
CCCCn1nnnc1C(c1cc2ccccc2o1)N(C)Cc1ccc(Cl)c(Cl)c1 (centres undefined),-17,1%
O=C(NCc1cccnc1)c1ccc2nc([C@@H]3O[C@H](CO)[C@H](O)[C@H](O)[C@H]3O)[nH]c2c1,7,17%
CC(=O)Nc1cccc(-c2ccnc3c2CC(C)(C(=O)NCc2ccco2)O3)c1 (centres undefined),u,-2%
CCN1CCC(CN2CCNC2=S)CC1,-15,0%
CCCCC1CC2=C(C(=O)OC(C)(C)O2)C(c2cccc3ccccc23)O1 (centres undefined),-17,3%
CCCNC(=O)Nc1nc(C(N)c2ccc(OC)cc2)cs1 (centres undefined),38,28%
O=C(NCc1ccccc1)C(c1ccc(-c2ccccc2)cc1)N1CCN(C(=O)C2CCCO2)CC1 (centres undefined),u,-16%

# Entries shown so far containing a tert-butyl group:
SMILES,HCMV antiviral,AMA1-RON2 inh
C=CC1=CCN(S(=O)(=O)C(C)(C)C)[C@H]1CCO,52,-4%
CC(C)(C)c1ccc(CC(=O)N2CCC2(C)C(=O)NS(=O)(=O)c2cccc(Cl)c2)cc1 (centres undefined),14,-6%
Cc1cc(C(C)(C)C)cc(CN2CCN(S(=O)(=O)c3cccs3)CC2)c1O,-77*,13%

# Next entries
SMILES,HCMV antiviral,AMA1-RON2 inh
CSc1nc(N)n2nccc2n1,3,12%
C=C(CCO)C1=CCN(S(=O)(=O)C(C)(C)C)[C@@H]1CCO,7,-5%
CCCc1c(-c2ccccc2Br)ncn1Cc1ccccc1OC,-73*,-25%
COc1cccc(-c2cc(N3CCN(C(=O)c4ccoc4)CC3)n3nc(-c4cccc(Cl)c4)cc3n2)c1,-94*,18%
Cc1cc(C)c(C(=O)c2cccs2)c(C)c1,-13,8%
CC(NC(=O)COC(=O)c1ccccc1O)c1ccccc1 (centres undefined),-27,-7%
CC1(C(=O)NS(=O)(=O)c2ccc(Cl)cc2)CCN1C(=O)c1ccccc1CCc1ccccc1 (centres undefined),20,16%
CCCCN1C[C@H](CSC)[C@@H](CC(=O)Nc2ccc(Br)cc2)C1=O,-24,-8%
CCC(C(=O)NC1CCCC1)N(C(=O)Cn1nnc(-c2ccc(C)cc2)n1)C1CCCC1 (centres undefined),4,-1%
C[C@H](CO)N1C[C@H](C)[C@@H](CN(C)Cc2ccncc2)OCCCC[C@H](C)Oc2ccc(NC(=O)CCCN(C)C)cc2C1=O,-5,0%
O=[N+]([O-])c1cccc(COc2cccc(CN3CCCC3)c2)c1,-5,-2%
CCCCNC(=O)C[C@@H]1C[C@@]2(C(=O)OC)CC(C)(C)CC=C2N(CCc2ccc(OC)c(OC)c2)C1=O,-13,-6%
CCCNC(=O)N1C2=NC(C(=O)OC)=C(C(=O)OC)[C@@H]3N(Cc4ccccc4)c4ccccc4[C@]23C[C@H]1CO,-12,8%
CCCNC(=O)c1cc(C2CCCCN2S(=O)(=O)c2ccc(F)cc2F)on1 (centres undefined),-5,7%
CC(=O)c1ccc(Nc2nc(C(N)C3CCCCC3)cs2)cc1 (centres undefined),-11,53%[activator]
CN(C)CCCNC(=O)c1cccc(-c2ccc3nncn3c2)c1,10,2%
CC(C)NC(=O)N[C@H]1C=C[C@H](CC(=O)NCc2ccc(Oc3ccccc3)cc2)O[C@@H]1CO,11,3%
COc1ccc(S(=O)(=O)N2CCC[C@H]2C(=O)N2CCC[C@H]2C(=O)N[C@@H](C)c2ccccc2)cc1C,-101*,0%
O=C(Nc1ccccc1)c1cn(CCBr)cn1,54,12%
CC(C)C[C@@H](COCc1cccc(C(F)(F)F)c1)N1CCN(C(=O)c2ccc(C(F)(F)F)cc2)CCC1=O,0,2%
Cn1c(C(=O)NCCCN2CCN(c3ccc(F)cc3)CC2)cc2c(=O)n(C)c3ccccc3c21,27,0%

# Rewritten with two lines to a compound: part of the list above.
# Under each structure – HCMV antiviral, AMA1-RON2 inh
Cc1cc(C)c(C(=O)c2cccs2)c(C)c1
→ -13, 8%
CCC(C(=O)NC1CCCC1)N(C(=O)Cn1nnc(-c2ccc(C)cc2)n1)C1CCCC1 (centres undefined)
→ 4, -1%
O=C(Nc1ccccc1)c1cn(CCBr)cn1
→ 54, 12%
COc1cccc(-c2cc(N3CCN(C(=O)c4ccoc4)CC3)n3nc(-c4cccc(Cl)c4)cc3n2)c1
→ -94*, 18%
CCCNC(=O)c1cc(C2CCCCN2S(=O)(=O)c2ccc(F)cc2F)on1 (centres undefined)
→ -5, 7%

# Compound activity: PubChem BioAssay, National Center for Advancing Translational Sciences (NCATS)
